High-throughput results deposited in PubChem by NCI.
yeast cln2 rad14 = NCI yeast anticancer drug screen, S. cerevisiae cln2 rad14 strain; % growth inhibition at 50 µM; actives 8.3% (n = 78,000);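 further: 0% = growth of vehicle-only cultures of the same strain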
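cln2 rad14 yeast strain; compound exposure; growth inhibition read vs vehicle controls.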
sgs1 mgt1 = NCI yeast anticancer drug screen, S. cerevisiae sgs1 mgt1 strain | % growth inhibition at 50 µM | actives 10% (n = 78,000) | AID 161, 2004;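 further: 0% = growth of vehicle-only cultures of the same strain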
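Test agents were incubated with a DNA-repair-mutant yeast strain. Growth was then read and compared against vehicle-treated controls.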
mlh1 rad18 = NCI yeast anticancer drug screen, S. cerevisiae mlh1 rad18 strain | growth inhibition, % at 50 µM | actives 11% (n = 79,000);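 further: 0% = growth of vehicle-only cultures of the same strain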
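Steps: expose repair-defective yeast to compound; measure growth; express inhibition against vehicle-treated controls.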
yeast mec2-1 = NCI yeast anticancer drug screen, S. cerevisiae mec2-1 strain | % growth inhibition at 50 µM | actives 9% (n = 79,000);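 further: 0% = growth of vehicle-only cultures of the same strain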
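Growth inhibition is read against vehicle-treated controls after compound exposure of the mec2-1 yeast strain, which is defective in DNA damage repair or cell cycle control.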
bub3 = NCI yeast anticancer drug screen, S. cerevisiae bub3 mutant strain; % growth inhibition at 50 µM; AID 167, 2004; actives 9.9% (n = 78,000);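 further: 0% = growth of vehicle-only cultures of the same strain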
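Growth of a checkpoint-deficient yeast mutant is measured after compound exposure. Values represent inhibition relative to vehicle.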
rad50 = NCI yeast anticancer drug screen, S. cerevisiae rad50 strain; actives 10% (n = 79,000); % growth inhibition at 50 µM;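 further: 0% = growth of vehicle-only cultures of the same strain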
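Genetically altered yeast (DNA repair pathway); compound treatment; growth inhibition vs vehicle ctrl.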
Numbers without * were called inactive; & = joins results of further samples. No stated cut-off is given here; in the data, active means growth inhibition above about 70%; inactive means the rest. Rows were taken by chance; overall some 13% were active at least once.

SMILES	yeast cln2 rad14	sgs1 mgt1	mlh1 rad18	yeast mec2-1	bub3	rad50
C/C=C/C(=O)Oc1ccc[nH]c1=O	-2	5	-4	13	12	-11
CCC(C)N(S(C)(=O)=O)S(C)(=O)=O (stereo not drawn)	-45	3	-25	-17	1	-10
COc1ccc2nc3cc(Cl)ccc3c(C=O)c2c1	-36	6	-2	8	-4	0
NC(=O)SCC(=O)Nc1ccc2ncccc2c1	-27	-23	3	5	-8	-19
Nc1ccc(N=Nc2c(S(=O)(=O)O)cc3cc(S(=O)(=O)O)cc(O)c3c2O)cc1	-24	-30	11	-16	7	-31
Cc1cc(S(=O)(=O)Nc2n[nH]c(-c3ccccn3)n2)c(S)cc1Cl	49	55	56	54	69	74*
c1cc2nnc1SCCSCCSCCSc1ccc(nn1)SCCSCCSCCS2	3	-3	-9	-1	-4	-14
CCCCC1(CC)COC(c2ccccc2OC)OC1 (stereo not drawn)	-10	6	-17	2	76*	-28
O=[N+]([O-])c1ccc(Sc2ccc([N+](=O)[O-])o2)o1	99*	99*	99*	100*	100*	99*
CC(C)NCC(O)COc1c2ccccc2nc2ccccc12 (stereo not drawn)	-2	-24	13	-22	-20	-9

Compounds from the list above that have a halogen:
SMILES	yeast cln2 rad14	sgs1 mgt1	mlh1 rad18	yeast mec2-1	bub3	rad50
COc1ccc2nc3cc(Cl)ccc3c(C=O)c2c1	-36	6	-2	8	-4	0
Cc1cc(S(=O)(=O)Nc2n[nH]c(-c3ccccn3)n2)c(S)cc1Cl	49	55	56	54	69	74*

Next part
SMILES	yeast cln2 rad14	sgs1 mgt1	mlh1 rad18	yeast mec2-1	bub3	rad50
CC(=O)[O-].O=S(=O)(Nc1ncccn1)c1ccc(N=Cc2ccccc2O)cc1.O=S(=O)(Nc1ncccn1)c1ccc(N=Cc2ccccc2O)cc1.[Cu+2]	-8	-17	-1	-22	-18	-7
CC(C)=NOC(=O)Nc1cccc2c1OCO2	-15	-12	4	-19	-36	-30
O/N=C\c1c2c(cc3c1CCC3)CCC2	11	-16	-2	3	51	9
C[N+]1(C)C2C=CCC1CSC2 (stereo not drawn)	4	-4	13	0	3	5
Cc1cc(=O)oc2c3c(ccc12)OC(c1ccc(Br)cc1)CC3=O (stereo not drawn)	-13	7	-7	-8	-3	7
CC1(C)[C@@H]2C[C@H]1C(Cc1ccccc1C[C@H]1c3cc(-c4ccccn4)ncc3[C@H]3C[C@@H]1C3(C)C)c1cc(-c3ccccn3)ncc12 (stereo partly drawn)	24	10	-32	39	12	43
Cc1noc2c1N=C(c1ccccc1)CC(c1ccccc1)C2 (stereo not drawn)	16	35	13	28	63	42
O=[N+]([O-])c1ccc(-c2nc(/C=N/N3CCCCC3)cs2)o1	42	84*	66	44	15	70
CCCCCC#CC(=O)OCCCC	-18	17	10	1	-25	-1
CCOc1ccccc1C(=O)Nc1cc(C)nn1-c1ccccc1	99*	99*	100*	99*	99*	29
O=S1(=O)CCC12CC1c3ccccc3C2c2ccccc21 (stereo not drawn)	-3	-12	-7	-6	-11	-6
Oc1c(Br)cc(Br)cc1/C=N/c1nc(-c2ccccc2)cs1	92*	99*	99*	92*	97*	98*
O=c1cc2n(c(=O)[nH]1)C1OC(C(O)C1O)[C@@H]2CCO (stereo partly drawn)	7	-8	3	-25	-13	6
CCc1c(COC(=O)NC)c(COC(=O)NC)cc2c1[nH]c1ccccc12	-16	-3	-15	-2	-41	-17
CCOc1ccccc1NC(=O)Nc1cccc(C(F)(F)F)c1	72*	76*	89*	60	76*	69
C/C(=N\NC(N)=S)C(CN1CCCCC1)C(C1=C(O)c2ccccc2OC1)c1ccccc1 (stereo not drawn)	54	68	68	63	72*	65
NC(N)=NC(Cc1ccccc1)C(=O)O (stereo not drawn)	-27	1	0	-10	-12	-8
CC(CCOC(=O)C(C)Cl)OC(=O)C(C)Cl (stereo not drawn)	-44	15	-6	-9	-10	-6
COC(=O)C(Cc1cc(OC)c(OC)c(OC)c1)(NC(=O)c1ccccc1)P(=O)(OC)OC (stereo not drawn)	-52	-38	-10	-2	1	-14
CCN(CCO)C(c1ccccc1)C(O)c1ccc(OC)cc1 (stereo not drawn)	-38	-5	-15	-16	7	-5
CCOC(=O)c1[nH]c(=O)[nH]c(=O)c1[N+](=O)[O-]	3	7	-2	-4	-12	0
O=C(CN1CCOCC1)Nc1cccc(Cl)c1	-15	-3	-29	-20	58	0
COC(=O)Cc1onc(-c2ccccc2)c1[N+](=O)[O-]	20	-5	32	-12	29	-17
O=C(N/C(=C/c1ccccc1)C(=O)N1CCN(C(=O)/C(=C\c2ccccc2)NC(=O)c2ccccc2)CC1)c1ccccc1	-6	-8	-3	0	-7	1
CC(C)(C)C(=O)/C=C/c1ccc(Oc2ccccc2)cc1	-16	4	-21	-29	-20	28
c1ccc(-c2ccc(C3CCCN3)cc2)cc1 (stereo not drawn)	11	10	-18	8	22	20
O=C1OCC/C1=C\c1ccc(O)cc1	-3	0	-3	-3	5	3
CC1COC(C(C)c2ccccc2)O1 (stereo not drawn)	-35	-11	6	-18	-30	0
CC(C)CC(NC(=O)c1cc([N+](=O)[O-])cc([N+](=O)[O-])c1)C(=O)O (stereo not drawn)	8	16	-6	-3	-41	-2
O=C(O)C(c1ccccc1)C1(O)CCCCC1 (stereo not drawn)	-5	-1	-2	-5	-2	0
N#CC(C(=O)CCc1nc2ccccc2[nH]1)c1ccccc1Cl (stereo not drawn)	-7	4	-6	7	-10	-5
COc1ccc(-c2cc(C)n(C3OC(CO)C(O)C(O)C3O)c(=S)c2C#N)cc1 (stereo not drawn)	-19	-9	14	8	-1	24
Cc1ccc2cccc(N)c2n1	-34	-8	7	0	18	21
CCOC(=O)/C=C/C1(CCOC(C)=O)CCCCC1	21	-3	15	-28	-4	13
CCCCCCCCN1COC2CCc3ccccc3C21 (stereo not drawn)	88*	94*	92*	94*	94*	94*
CCOCCOCCOCc1nc(C#N)c(N)o1	-15	-28	-63	-23	-30	-36
CCn1c2ccccc2c2cc(N=Nc3cc(N)ccc3N(C)C)ccc21	-22	-9	-5	-8	-5	-3
Cc1ccc(OC(=O)c2cccs2)cc1	-48	-12	22	5	22	30
CC1(O)C=CC2CCC1C2O (stereo not drawn)	19	10	20	-3	0	12
CCN(CC)CCOC(=O)c1ccc(N)c2ccccc12	-22	-14	7	12	6	-4
COc1cccc(C2c3cc4c(cc3OC(O)C2C)OCO4)c1OC (stereo not drawn)	43	50	61	45	44	38
Cc1cccc(C)c1NC(=O)C(=O)C(C(=O)c1ccccc1-c1ccccc1)C1OC(=O)c2ccccc21 (stereo not drawn)	-30	12	24	15	2	27
O=C(C(=O)N1CC2C=CC1CC2)c1c[nH]c2ccccc12 (stereo not drawn)	11	5	32	9	21	-24
CCc1ccc(COC(=O)NC)nc1	-18	4	20	-1	0	38
c1ccc(C(=C2CCCCCCCCCCCCC2)c2ccccc2)cc1	-2	-3	-24	3	25	-25
COc1ccc2oc(=N)c(C(=O)NCc3ccccc3)cc2c1	-6	-19	-25	-1	-34	-4
CN(Cc1ccccc1Cl)C(=O)Nc1ccccc1	7	12	-22	0	41	4
c1ccc(CCc2nc3ccccc3[nH]2)cc1	-34	2	-11	11	-37	-2
O=C(O)C(=O)NCc1cnccn1	-30	-4	-19	-8	12	11
CCO/C(C)=N/NC(=O)c1n[nH]c2ccccc12	0	-11	12	-1	-11	4
The listing continues:
SMILES	yeast cln2 rad14	sgs1 mgt1	mlh1 rad18	yeast mec2-1	bub3	rad50
CC(=O)OCC(NC(=O)C(N)CC(=O)O)C(=O)NCC(=O)Oc1ccc([N+](=O)[O-])cc1 (stereo not drawn)	12	12	6	16	2	14
C[N+](C)(C)CC(=O)c1ccc[nH]1	-1	15	13	-11	1	2
CC(C)CC(O)C(CC(=O)Nc1ccccc1)S(=O)(=O)c1ccccc1 (stereo not drawn)	-29	-6	-12	-16	-15	-22
ClCCn1c(CCl)nc2ccc(Cl)cc21	41	84*	79*	84*	82*	73*
O=C(O)c1cc2oc(-c3ccccc3)cc2[nH]1	70	48	87*	89*	84*	73*
CCCCC/C=C/C/C=C\CCCCCCCC(=O)NC1CC(O)C(O)NC(=O)C2C(O)C(C)CN2C(=O)C(C(C)O)NC(=O)C(C(O)C(O)c2ccc(O)cc2)NC(=O)C2CC(O)CN2C(=O)C(C(C)O)NC1=O (stereo not drawn)	84*	90*	89*	91*	90*	89*
O=C(NC(CO)CO)c1ccc2cc(C(=O)N3CC(CCl)c4ccc([N+](=O)[O-])cc43)[nH]c2c1 (stereo not drawn)	-8	-22	-73	-36	-36	43
OC12CCCCCC1(N1CCOCC1)c1ccccc12 (stereo not drawn)	-21	-30	-24	-12	-37	-8
CCOC(=O)c1ccccc1OCc1ccccc1	-6	6	15	15	52	13
NCC(=O)NC(Cc1c[nH]c2ccccc12)C(=O)O (stereo not drawn)	14&-1	-7&7	-5&-1	1&-5	-10&27	-5&8

Already shown: an excerpt of the list.
SMILES	yeast cln2 rad14	sgs1 mgt1	mlh1 rad18	yeast mec2-1	bub3	rad50
Cc1ccc(OC(=O)c2cccs2)cc1	-48	-12	22	5	22	30
CC1(O)C=CC2CCC1C2O (stereo not drawn)	19	10	20	-3	0	12
CCN(CC)CCOC(=O)c1ccc(N)c2ccccc12	-22	-14	7	12	6	-4
COc1cccc(C2c3cc4c(cc3OC(O)C2C)OCO4)c1OC (stereo not drawn)	43	50	61	45	44	38
Cc1cccc(C)c1NC(=O)C(=O)C(C(=O)c1ccccc1-c1ccccc1)C1OC(=O)c2ccccc21 (stereo not drawn)	-30	12	24	15	2	27
O=C(C(=O)N1CC2C=CC1CC2)c1c[nH]c2ccccc12 (stereo not drawn)	11	5	32	9	21	-24
CCc1ccc(COC(=O)NC)nc1	-18	4	20	-1	0	38
c1ccc(C(=C2CCCCCCCCCCCCC2)c2ccccc2)cc1	-2	-3	-24	3	25	-25
COc1ccc2oc(=N)c(C(=O)NCc3ccccc3)cc2c1	-6	-19	-25	-1	-34	-4
CN(Cc1ccccc1Cl)C(=O)Nc1ccccc1	7	12	-22	0	41	4
c1ccc(CCc2nc3ccccc3[nH]2)cc1	-34	2	-11	11	-37	-2
O=C(O)C(=O)NCc1cnccn1	-30	-4	-19	-8	12	11
CCO/C(C)=N/NC(=O)c1n[nH]c2ccccc12	0	-11	12	-1	-11	4
CC(=O)OCC(NC(=O)C(N)CC(=O)O)C(=O)NCC(=O)Oc1ccc([N+](=O)[O-])cc1 (stereo not drawn)	12	12	6	16	2	14
C[N+](C)(C)CC(=O)c1ccc[nH]1	-1	15	13	-11	1	2
CC(C)CC(O)C(CC(=O)Nc1ccccc1)S(=O)(=O)c1ccccc1 (stereo not drawn)	-29	-6	-12	-16	-15	-22
ClCCn1c(CCl)nc2ccc(Cl)cc21	41	84*	79*	84*	82*	73*
O=C(O)c1cc2oc(-c3ccccc3)cc2[nH]1	70	48	87*	89*	84*	73*
CCCCC/C=C/C/C=C\CCCCCCCC(=O)NC1CC(O)C(O)NC(=O)C2C(O)C(C)CN2C(=O)C(C(C)O)NC(=O)C(C(O)C(O)c2ccc(O)cc2)NC(=O)C2CC(O)CN2C(=O)C(C(C)O)NC1=O (stereo not drawn)	84*	90*	89*	91*	90*	89*
O=C(NC(CO)CO)c1ccc2cc(C(=O)N3CC(CCl)c4ccc([N+](=O)[O-])cc43)[nH]c2c1 (stereo not drawn)	-8	-22	-73	-36	-36	43

(next part)
SMILES	yeast cln2 rad14	sgs1 mgt1	mlh1 rad18	yeast mec2-1	bub3	rad50
CC1(C)C(c2ccccc2)C12CCC1(C2=O)C(c2ccccc2)C1(C)C (stereo not drawn)	-7	-36	-52	-28	-17	-42
COC(=O)C[CH2][Ge]([CH3])([CH3])[S]c1ccccc1	4	34	18	27	15	53
COc1cc([C@H]2c3c(cc(OC)c(OC)c3OC)CC3COC(=O)[C@@H]32)cc2c1OCO2 (stereo partly drawn)	99*	52	98*	99*	99*	96*
O=C(O)CCC(=O)NC1c2ccccc2Oc2ccccc21	-10	12	6	-2	8	-6
O=S(=O)(c1ccccc1)N1CCN(S(=O)(=O)c2ccccc2)c2ccccc21	4	-4	54	24	44	59
CCCC(OC(=O)Nc1ccccc1[N+](=O)[O-])(c1ccccc1)C(CC)c1ccccc1 (stereo not drawn)	14	23	29	14	0	41
c1ccc2c(c1)C[N+]1(CCCCCCC1)C2	54	70	66	73*	59	74*
